# Assay outcomes: PubChem BioAssay, several laboratories
# Shn3 3UTR inh – Schnurri-3 reporter inhibition in Clone20 osteoblasts; inhibition, % at 12.5 µM; Clone20 osteoblast Shn3 3'UTR firefly luciferase, 24 h; 360,000 tested, 0.52% active;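 active means mean inhibition of at least 75% with every replicate also reaching 75%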;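 further: 0% = median of neutral control wells and 100% = pilot-screen positive control compound; some compounds past the cut are filed as inactive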
# NR2E3 ag-1 – agonists of human nuclear receptor NR2E3. Q9Y5X4. GST-NR2E3/biotin-RetCOR TR-FRET, 1536-well. inhibition of corepressor binding, % at 4.78 µM. 320,000 tested, 0.12% active. AID 2300;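 active means percent inhibition above the cutoff of mean plus 3 SD of all tested compounds, set per screening campaign, cut at about 20% in these data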;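 further: 0% = DMSO wells and 100% = biotin wells as full block of FRET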
# Target sequence (Q9Y5X4 whole entry, looked up): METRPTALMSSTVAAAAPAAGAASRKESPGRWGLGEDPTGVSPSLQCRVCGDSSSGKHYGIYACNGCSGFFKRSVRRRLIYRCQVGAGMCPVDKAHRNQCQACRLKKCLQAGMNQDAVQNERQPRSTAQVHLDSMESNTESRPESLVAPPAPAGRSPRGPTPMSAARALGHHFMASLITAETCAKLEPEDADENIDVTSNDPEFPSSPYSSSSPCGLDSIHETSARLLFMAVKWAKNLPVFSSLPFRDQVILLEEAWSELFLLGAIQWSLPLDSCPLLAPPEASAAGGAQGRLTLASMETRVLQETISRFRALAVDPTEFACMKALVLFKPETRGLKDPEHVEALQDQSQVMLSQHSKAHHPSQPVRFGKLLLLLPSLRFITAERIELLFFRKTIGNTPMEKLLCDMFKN
#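 Material: NR2E3–RetCOR corepressor complex / Incubation: Compound–protein incubation for 5 h at 4 °C / Dosing: compound at 4.8 µM, single dose / Detection: time-resolved FRET / Benchmarks: high control biotin, low control 0.6% DMSO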
# Peg3 prom inh – Peg3 promoter activity inhibition | HeLa PEG-Prom luciferase reporter, luminescence, overnight | inhibition, % at 20 µM | 360,000 tested, 1.7% active;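 active means inhibition of at least 50% at 20 µM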
# HIF-2a inh – HIF-2a inhibition; 360,000 tested, 0.72% active; AID 624352; 786-0 RCC cells HIF-2a reporter, luciferase luminescence, overnight; inhibition, % at 18.8 µM;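 active means inhibition of the luminescence signal of 40% or more relative to plate controls, in a single-dose primary screen at 18.75 µM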
# C8 TRAIL sens – sensitizes caspase-8 expressing cells to TRAIL | inhibition (viability loss, TRAIL sensitization), % at 10 µM | NB7+C8 cells + TRAIL, ATPlite viability luminescence | 360,000 tested, 1% active | AID 624354;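 active means compounds causing at least 50% loss of cell viability in the single-dose screen, relative to plate controls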
# CF NFkB block – inhibitors of cystic fibrosis induced NF-kB | inhibition, % at 5 µM | AID 588850 | KKLEB NF-kB-GFP reporter, PAF-induced, GFP fluorescence overnight | 360,000 tested, 0.86% active;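 active means at least 50% inhibition at 5 µM, scaled per plate between neutral and stimulator controls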;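 further: PAF is a Pseudomonas aeruginosa culture filtrate used as stimulus; plate controls were PAF-stimulated DMSO wells for no effect and unstimulated DMSO wells for full effect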
# MITF TRPM1 inh – inhibitors of MITF-driven TRPM1 promoter in melanoma cells; SK-MEL-5 TRPM1 promoter luciferase, 24 h; inhibition, % at 12.5 µM; 330,000 tested, 0.83% active; AID 488899;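 active means mean inhibition across replicates of 60% or more, whatever share of single replicates reaches that level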; further: values of inactives mirror those of a sister screen read the other way
# KKLEB cytotox – reduces viability of KKLEB cystic fibrosis airway cells | KKLEB CF airway cells viability, ATPlite luminescence, overnight; stronger effect = lower value; cells stimulated with P. aeruginosa culture filtrate | activity change (cytotoxicity), % at 5 µM | 360,000 tested, 0.36% active | AID 602141;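 active means corrected activity change at or below -50% at 5 µM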
# NR2E3 ag-2 – activates human NR2E3 receptor | 360,000 tested, 0.35% active | AID 602229 | inhibition of corepressor binding, % at 3.98 µM | CHO-S Gal4-NCOR/VP16-NR2E3 two-hybrid, luciferase;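 active means inhibition above the mean of all tested compounds plus 3 SD, cut at about 70% in these data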;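 further: 0% = DMSO with NR2E3 transfected cells and 100% = cells lacking NR2E3 construct; higher means lower luciferase signal from less NR2E3 corepressor binding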
# LMP1 NFkB inh – reduces LMP1-driven NF-kappaB luciferase signal | LMP1-induced NF-kappaB luciferase reporter cells, luminescence | inhibition, % at 12.5 µM | 350,000 tested, 0.69% active; in the data active means inhibition above about 41%;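 further: 0% = neutral control wells and 100% = reference inhibitor control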
# iPSC survival up – hiPSC single-cell survival enhancement; 360,000 tested, 0.044% active; survival enhancement, % at 20 µM; ATPlite luminescence; 100% = ROCK inhibitor wells, 0% = DMSO; AID 602274; in the data active means survival enhancement above about 18%;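 further: cells exposed to compounds for 16 hours before the ATP read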
# Active calls of the source: *; . = no result given. A portion of the library; rates above refer to the full screens.
SMILES,Shn3 3UTR inh,NR2E3 ag-1,Peg3 prom inh,HIF-2a inh,C8 TRAIL sens,CF NFkB block,MITF TRPM1 inh,KKLEB cytotox,NR2E3 ag-2,LMP1 NFkB inh,iPSC survival up
COC(=O)C(C)(C(=O)OC)c1ccc(C(F)(F)F)cc1[N+](=O)[O-],-8,1,2,20,7,-4,-4,0,4,-1,1.2
COc1cccc(NC(=O)CC(=O)c2ccccc2)c1,-36,2,-212,-256,1,3,-82,-5,-92,-21,3.4
CC(CCc1ccccc1)NCc1cccc2ccccc12 (stereo unspecified),46,-2,-16,16,15,6,-8,3,-9,-6,0.2
Cn1cc(S(=O)(=O)N2CCN(C(=O)c3ccco3)CC2)c(=O)n(C)c1=O,17,2,13,16,-1,-19,-19,10,-16,88*,-1.5
CC(=O)c1c(C)[nH]c(C(=O)OCc2c(F)cccc2Cl)c1C,72,-1,-27,-19,8,-10,-4,4,11,1,-0.6
Cc1cc(OC(C)C(=O)NCc2ccncc2)c2c(C)c(C)c(=O)oc2c1 (stereo unspecified),-5,-1,-5,-3,-12,-30,8,3,-7,-1,-0.4
Cc1csc(NC(=O)C2CCCN(S(=O)(=O)c3ccc4c(c3)oc(=O)n4C)C2)n1 (stereo unspecified),9,1,4,14,-2,25,2,-13,3,6,-2.7
CN1CCN(C(=O)C2Cc3c(-c4cccc(F)c4)ccnc3O2)CC1 (stereo unspecified),-14,.,-8,5,-13,-9,.,1,-22,.,-1.1
COc1ccc(NC(=O)C2(C)CCN2Cc2ccc(SC)cc2)cc1OC (stereo unspecified),4,.,-5,-6,15,-14,.,-4,7,.,-2.0
CC(C)OC(=O)c1sc2nc(-c3ccccc3)ccc2c1N,-8,1,-87,-91,54*,8,5,-33,19,-62,-2.6
COc1cc(C(=O)Nc2nc(-c3cc(C)ccc3C)c(C)s2)ccc1OCC(=O)Nc1ccc(F)cc1,25,3,27,20,16,31,29,-25,-31,18,0.9
CSc1nsc(SC)c1C(=O)O,-11,4,16,17,-4,-2,3,-1,-6,4,-0.2
COc1ccccc1NC(=O)CN(Cc1ccco1)C(=O)c1ccc(Cl)nc1,6,-7,5,12,-5,-3,-5,-2,-10,-3,-0.4
Cc1cc(C)nc(CC(N)=O)n1,-8,0,-9,8,-13,-1,-14,3,-2,3,-0.5
Cc1ccc(O)c(C(CC(=O)NCc2cccnc2)c2ccccc2)c1 (stereo unspecified),-5,3,19,17,-3,10,4,-6,15,9,-2.4

# Next part, starting with the last three of the part before.
SMILES,Shn3 3UTR inh,NR2E3 ag-1,Peg3 prom inh,HIF-2a inh,C8 TRAIL sens,CF NFkB block,MITF TRPM1 inh,KKLEB cytotox,NR2E3 ag-2,LMP1 NFkB inh,iPSC survival up
COc1ccccc1NC(=O)CN(Cc1ccco1)C(=O)c1ccc(Cl)nc1,6,-7,5,12,-5,-3,-5,-2,-10,-3,-0.4
Cc1cc(C)nc(CC(N)=O)n1,-8,0,-9,8,-13,-1,-14,3,-2,3,-0.5
Cc1ccc(O)c(C(CC(=O)NCc2cccnc2)c2ccccc2)c1 (stereo unspecified),-5,3,19,17,-3,10,4,-6,15,9,-2.4
C#CCSc1nc2ccccc2n1C(=O)c1ccc(S(=O)(=O)N2CCCCC2)cc1,-19,1,-33,-50,-13,-12,10,2,-45,-12,0.4
COc1cc2c(C#N)c(N3CCCCC3)nc(N)c2c(N)n1,-29,7,-2,3,4,18,13,-19,9,-7,-1.8
Cc1ccc(C)c(N2CCN(C(=O)Cn3ncc4c([nH]c5ccc(C)cc54)c3=O)CC2)c1,-10,2,15,2,2,2,-8,1,-17,-2,1.4
COCc1cc(C)nc(OCC(=O)N/N=C/c2ccc(C)cc2)c1C#N,-12,-2,14,3,11,-7,0,-8,-32,-6,-0.3
Cc1cccc(C(=O)Nc2nnc(S(=O)(=O)N3CCCCCC3)s2)c1,-6,10,-21,-95,32,-38,-14,10,-20,-5,0.9
COC(=O)c1ccc(CNC(=O)CSc2nc3ccccc3[nH]2)cc1,5,-2,-11,10,11,0,1,1,-38,4,1.3
CCC(=O)Oc1ccc(C(=O)Nc2c[nH]c(=O)[nH]c2=O)cc1,-16,-1,-4,8,-2,-8,5,18,-17,-21,2.3
O=C(COC(=O)c1cc(NS(=O)(=O)c2cccs2)ccc1O)Nc1cc(Cl)ccc1Cl,48,2,15,12,-12,-10,-10,6,-11,-6,0.8
Cc1cc(C)n(-c2nc(C)nc3sc4c(c23)CCC(C)C4)n1 (stereo unspecified),-4,-1,2,12,-20,9,-10,6,4,-5,-1.0
CCc1nc2c(OCCn3cccc3)cccn2c1N(C)C(=O)c1ccc(OC)cc1,22,.,8,12,-18,-15,.,9,-13,.,1.3
O=C(/C=C/c1ccccc1)NC(=S)NNC(=O)Cc1cccs1,19,-3,-10,-20,11,9,6,-4,-18,-35,-0.1
Cc1ccc(CNC(=O)CCC(=O)c2cccs2)cc1,-6,0,15,6,0,-9,11,15,-3,3,0.5
Cc1noc(C)c1C(=O)OCC(=O)NC(c1ccccc1)c1ccccc1,-16,2,6,-16,10,-9,-5,21,-20,-3,3.7
CCc1ccc(S(=O)(=O)Nc2ccc(O)c3ccccc23)cc1,37,1,21,12,17,94*,16,-50,-10,20,1.0
O=C(Nc1cccc2[nH]ncc12)NS(=O)(=O)c1ccccc1,11,-1,-13,-8,-3,8,1,-22,-3,-8,-0.5
CC(C)N(CCO)Cc1nc(C(c2ccccc2)c2ccccc2)no1,-1,2,13,7,-10,-11,5,1,23,-9,-0.6
CCOC(=O)c1nc(C)sc1-c1ccnn1S(=O)(=O)c1ccc(Cl)cc1Cl,-2,-3,11,25,39,11,-3,-12,-21,-3,-0.4
CC(=O)C1(O)C(C)CC2C3CC=C4CC(O)CCC4(C)C3CCC21C (stereo unspecified),-2,.,13,10,9,-8,-9,4,-17,-4,4.0
COc1cccc(C2C(C(C)=O)=C(C)Nc3ncnn32)c1 (stereo unspecified),-3,-1,5,14,-4,-18,8,-4,7,1,-0.4
CCOC(=O)C(=NCCCN(C)C)NNc1cc(C(F)(F)F)ccc1Cl,-11,-3,-5,14,-2,8,6,-24,-20,-2,1.9
COc1ccc(NC(=O)c2c(C)nn(Cc3ccccc3)c2C)cc1S(=O)(=O)N(C)C,4,2,5,9,-15,-3,10,12,5,6,0.1
CCCc1ccc(C(=O)N2CCN(c3ccccc3OCC)CC2)cc1,-13,7,14,3,0,3,-2,18,0,19,23*
CCc1c(C)nc(N)n2c(SCC(=O)NC3CCCCC3)nnc12,9,-1,-2,5,3,18,3,-7,-10,7,0.0
CCS(=O)(=O)N1Cc2ccccc2CC1C(=O)Nc1nnc(C2CC2)s1 (stereo unspecified),-17,3,-9,-8,-2,2,7,0,4,-2,0.3
Nc1nc(-c2ccc3c(c2)CCC(=O)N3)cs1,-17,2,-53,-68,2,-1,-20,-6,-52,-7,-0.6
O=C(NCCc1ccccc1)c1cc(S(=O)(=O)N2CCCCC2)c[nH]1,9,.,-4,1,-4,-16,.,-1,-1,.,-0.5
Cc1ccc(-c2nn3c(C)nnc3s2)cc1NC(=O)c1ccc(-c2cccc(Cl)c2)o1,16,.,3,-15,7,2,-11,4,5,16,5.8
Cc1ccc(S(=O)(=O)N2C[C@H]3C(=O)C[C@@H](c4ccccc4F)N(S(=O)(=O)c4ccc(C)cc4)[C@H]3C[C@H]2c2cccc3ccccc23)cc1,16,.,8,8,3,-11,.,5,-21,-1,-1.6
O=C1Nc2ccccc2N=C(c2ccc3c(c2)OCO3)C1N(CCc1ccccc1)C(=O)CSc1ncccn1 (stereo unspecified),-11,.,-37,-113,-15,15,.,7,-31,.,1.7
N#CC1=C(N)Oc2cc(N)ccc2C1c1cccc(Br)c1 (stereo unspecified),-2,.,4,17,10,40,15,-19,-8,20,-0.3
Cc1cc(C(=O)N2CCN(C/C=C/c3ccccc3)CC2)cs1,-17,2,3,-36,3,8,2,6,-16,6,1.8
CCOC(=O)c1ccc(S(=O)(=O)Nc2nc3cc(S(=O)(=O)NC4=NCCCCC4)ccc3s2)cc1,-3,-5,-18,8,10,-22,4,12,-15,-1,-0.4
COc1cccc(NC(=O)C2(C)CCN2C(=O)C2CCCCC2)c1 (stereo unspecified),9,.,-18,5,-5,13,.,-8,1,.,-1.1
CCc1ccc2[nH]c3nc(SCc4nnc(-c5ccc(C)cc5)o4)nnc3c2c1,-5,-2,34,6,11,-1,14,-14,19,-27,-2.9
O=C(NCCc1ccc(Cl)cc1)C1CCC(CNc2c(N3CCCCC3)c(=O)c2=O)CC1 (stereo unspecified),-3,-2,1,2,51*,-4,.,-6,-9,8,-1.1
CN(NS(=O)(=O)c1ccc(Cl)cc1)c1ncc(C(F)(F)F)cc1Cl,-5,2,0,18,-6,-5,7,3,0,-1,-1.2
Cc1ccc(NC(=O)Cn2sc3nc(C)cc(C)c3c2=O)c(Cl)c1,-17,2,13,6,-4,-5,9,4,-27,-9,0.6
CCOc1cccc(CN(CC)CC2CCCN(CCc3cccc(OC)c3)C2)c1O (stereo unspecified),74,2,1,-4,1,7,10,-4,9,-2,-0.9
COc1ccc(S(=O)(=O)Nc2ccc(F)cc2)c(C)c1C,13,-1,12,6,-11,-1,-9,14,-28,-3,0.5
CCOC(=O)c1ccc(NC(=O)c2sc3nc4n(c(=O)c3c2C)CCC4)cc1,60,-1,-38,-63,9,13,-6,-6,10,-2,-0.2
CC[C@H](C)[C@H](NC(=O)c1ccc(Cl)cc1)C(=O)OCC(=O)c1ccc2c(c1)NC(=O)CO2,41,0,38,31,5,11,24,0,-4,-4,3.8
Cc1ccc(N(CC(=O)NC2CC3CCC2C3)S(C)(=O)=O)cc1C (stereo unspecified),18,1,19,14,-8,0,-3,-7,7,24,-2.5
Cc1ccc(NC(=S)N2CCN(Cc3ccc4c(c3)OCO4)CC2)c(C)c1,15,-3,14,13,0,-18,11,0,0,-1,-0.3
O=C(CCCNC(=O)c1ccc(Cl)cc1)Nc1nccs1,18,.,7,5,-7,26,13,-8,20,-4,0.3
Cn1c(CNC(=O)c2ccc3c(c2)OCO3)nnc1SCC(=O)Nc1ccc(F)cc1F,-3,0,-19,-4,-4,-9,12,2,-15,-3,0.7
C[C@@H](C(=O)N1CCN(Cc2ccc3c(c2)OCO3)CC1)n1nnc2ccccc2c1=O,4,1,6,10,-12,-39,9,16,-27,10,0.1
CCOC(=O)c1cc(NC(=O)SCC(=O)O)c(C)nc1C,-8,2,22,15,-2,-10,0,-8,-12,-2,-2.7
CN(C(=O)COc1ccccc1)c1nnc(-c2cccnc2)s1,-4,7,-8,0,-2,-3,-3,4,-20,-4,-2.6
Cc1noc(C)c1CSCC(=O)N(C)CC(=O)Nc1ccc(F)cc1,4,4,13,7,29,-1,2,-2,7,-4,0.3
